# PKM2 act = PKM2 (human) enzyme activation. AID 1631. 0.34% of 260,000 active. purified PKM2, Kinase-Glo ATP luminescence, activation; response scale: 0% is enzyme alone, no compound. Potency, µM (doses to about 57.5 µM), for inactives: top-dose activation, hits mostly activators; further: potency means the concentration at half of the fitted maximal effect; on the % scale 0 is the no-effect control and ±100 the full control effect; nearly all actives have a fitted effect of over 55% in size
#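 Purified hPK-M2 (>95%) run at intermediate activity with 0.1 mM ADP and 0.5 mM PEP in 50 mM imidazole pH 7.2, KCl, MgCl2; 1 h room temperature. ATP formed read by Kinase-Glo luminescence; normalized to uninhibited and no-enzyme controls.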
# RORgamma inh = inhibitors of mouse ROR gamma transcriptional activity. P51450. Drosophila S2 Gal4-RORgamma UAS-luciferase reporter, 20 h. Potency, µM (titrated, usually from 53.6 µM), without a hit: top-dose activity change, negative = inhibition, actives largely listed as inhibitors. 5.4% of 310,000 active; further: potency means the concentration at half of the fitted maximal effect; on the % scale 0 is the no-effect control and ±100 the full control effect; nearly all actives have a fitted effect of over 60% in size
#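 Luciferase reporter read in Schneider cells carrying Gal4-RORγ (mouse) and UAS-Photinus luciferase; cells given compound 1 h before 700 uM copper sulfate induction, then incubated 20 h at ambient temperature.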
# p53 reactivator = re-activators of mutant p53. Potency, µM (titrated, usually from 92.2 µM), without a hit: at the top dose activity change, positive = activation, actives largely listed as activators. H1299 p53-A138V BP100-luciferase reporter, luminescence, 24 h. 0.063% of 320,000 active. AID 504706; further: potency means the concentration at half of the fitted maximal effect; % of control where 0% means no effect; nearly all actives have a fitted effect of over 45% in size
#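 H1299 (p53-null), stable ts p53-A138V + BP100-Luc; 1000 cells/well, Opti-MEM/10% FBS; cpd 4 pt, 1:5; 24 h, 37 deg C, 5% CO2; detection reagent 10 min RT; luminescence.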
# NPC1 promoter act = NPC1 promoter activation; 2.4% of 320,000 active; Huh7 NPC1 promoter luciferase reporter, 24 h; Potency, µM (titrated, usually from 9.22 µM), for the others: top-dose activation, most hits filed as activators;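 further: potency means the concentration at half of the fitted maximal effect; % of control where 0% means no effect; nearly all actives have a fitted effect of over 60% in size; reporter is driven by a mutant NPC1 promoter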
#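 Stably transfected Huh7 (NPC1 promoter→luciferase), 1500 cells/well in Opti-MEM + 10% FBS, 2 h settle, then compound 24 h at 37 °C. Luminescence after 10 min with Amplite reagent.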
# Rab9 promoter act = activates the Rab9 promoter. Huh7 Rab9 promoter-luciferase reporter, luminescence, 24 h. Potency, µM (series often up to 9.22 µM), without a hit: top-dose activation, negative = inhibition, hits mostly activators. 2.8% of 320,000 active. AID 485297; further: potency means the concentration at half of the fitted maximal effect; % of control where 0% means no effect; nearly all actives have a fitted effect of over 60% in size
#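 Luciferase signal after 10 min detection reagent at ambient indicates Rab9 promoter upregulation; stably transfected Huh7 cells were treated 24 h with compound in DMSO at 37 °C, 5% CO2.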
# FLuc counter = counter-screen for miR-21 project: firefly luciferase inhibitors or activators; 6.9% of 360,000 active; purified FLuc, Km substrates, luminescence inhibition; Potency, µM (top dose mostly 57.5 µM), inactives show at the top dose activity change, negative = inhibition, most hits filed as inhibitors; AID 588342;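 further: potency means the concentration at half of the fitted maximal effect; plate controls were vehicle for no effect and reference inhibitor for full effect; nearly all actives have a fitted effect of over 55% in size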
#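 Biochemical qHTS of compounds, final roughly 60 µM downward over six points, against 10 nM purified firefly luciferase using Km concentrations of substrates (10 uM D-luciferin, 10 uM ATP) in Tris acetate pH 7.5 buffer; luminescence output.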
# Menin-MLL TR inh = inhibitors of human menin-MLL interaction, mutant MLL peptide; AID 1768; Potency, µM (highest dose often 61.6 µM), inactives show top-dose FP activity change, negative = inhibition, actives largely listed as inhibitors; Menin + Texas Red MLL mutant peptide, fluorescence polarization; 0.23% of 270,000 active; O00255; active means well fitted inhibition curve with a large enough effect in the polarisation, with a control signal flat, not every such curve was filed as active; inconclusive means small, poorly fitted or top-dose-only effect, or effect the other way, or a change in a side signal; inactive means no such curve, though single readings can be large or run the other way; the % refers to the polarisation; further: potency means the concentration at half of the fitted maximal effect; % of control where 0% means no effect; many of its hits are not listed in these tables
# Target sequence (O00255 whole entry, looked up): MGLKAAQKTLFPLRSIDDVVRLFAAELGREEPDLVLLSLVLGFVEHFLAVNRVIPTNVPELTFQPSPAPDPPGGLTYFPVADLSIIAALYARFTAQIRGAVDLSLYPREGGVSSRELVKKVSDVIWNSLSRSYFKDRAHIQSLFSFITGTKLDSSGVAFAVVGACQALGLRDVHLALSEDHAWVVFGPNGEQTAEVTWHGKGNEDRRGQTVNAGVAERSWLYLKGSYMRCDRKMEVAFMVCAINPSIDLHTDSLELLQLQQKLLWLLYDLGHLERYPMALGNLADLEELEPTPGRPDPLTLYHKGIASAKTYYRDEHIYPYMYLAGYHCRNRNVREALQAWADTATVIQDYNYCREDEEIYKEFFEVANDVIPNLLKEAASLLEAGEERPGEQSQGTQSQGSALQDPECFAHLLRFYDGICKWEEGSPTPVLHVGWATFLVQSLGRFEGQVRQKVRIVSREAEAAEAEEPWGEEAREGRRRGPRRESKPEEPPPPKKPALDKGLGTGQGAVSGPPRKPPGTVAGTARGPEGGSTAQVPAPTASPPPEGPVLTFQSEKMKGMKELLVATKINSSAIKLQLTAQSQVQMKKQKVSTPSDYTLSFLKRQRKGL
# BRCA1 expr act = activators of BRCA1 expression | MCF7-BRCA1-FFLuc reporter, luminescence, 48 h; response scale: scaled: vehicle 0%, 10 µM genistein 100% | Potency, µM (highest dose often 46.1 µM), without a hit: top-dose activation, hits mostly activators | 1.1% of 380,000 active; further: potency means the concentration at half of the fitted maximal effect; nearly all actives have a fitted effect of over 80% in size; some results filed as inactive show a strong effect at the top dose
#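 Cells: MCF7-BRCA1-FFLuc, 2000/well. Exposure: 48 h, 37 °C, 5% CO2. Read: luminescence, 15 min post-substrate. Controls: genistein 10 microM (maximal activation), DMSO (neutral).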
# Gal4-VP16 FLuc = inhibits Gal4-VP16 luciferase reporter, ROR gamma counter-screen | Drosophila S2 Gal4-VP16 UAS-luciferase, luminescence, 20 h | Potency, µM (top dose mostly 53.6 µM), for inactives: at the highest dose activity, negative = inhibition, most hits filed as inhibitors | 3.5% of 310,000 active;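 further: Gal4-VP16 expression switched on by copper sulfate through the metallothionein promoter; potency means the concentration at half of the fitted maximal effect; on the % scale 0 is the no-effect control and ±100 the full control effect; nearly all actives have a fitted effect of over 50% in size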
# ELG1 genotoxic = genotoxicity induction in ELG1-luciferase HEK293T cells. HEK293T ELG1-luciferase reporter, luminescence, 16 h. 1.3% of 330,000 active. Potency, µM (highest dose often 46 µM), for inactives: top-dose activity change, positive = activation, actives largely listed as activators. AID 504466; further: potency means the concentration at half of the fitted maximal effect; % of control where 0% means no effect; nearly all actives have a fitted effect of over 60% in size
#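 Cells (2,000/well) expressing the ELG1-luciferase fusion are dosed by pin tool and kept 16 hr at 37 °C, 5% CO2. Signal comes from ONE-Glo luciferase reagent after 30 min at room temperature.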
# Giardia killer = Giardia lamblia killing. Giardia lamblia trophozoite viability. activity change, % at 7.66 µM, hits read low. 0.15% of 340,000 active. AID 540267; in the data active means activity change below about -80%; inconclusive means between about -30% and that limit;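 further: parasites exposed to compound for two days anaerobically before the ATP read; on the % scale 0 is the no-effect control and ±100 the full control effect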
#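 ATP-content bioluminescence gauges trophozoite survival. Cells (100/well) receive compound and incubate anaerobically for 48 hrs at 37 deg C; detection reagent follows for 15-30 min at room temperature.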
# An asterisk follows results filed as active; ? = inconclusive; / = not tested or not shown; [ ] = dose if it differs, or a comment. Unless noted, the call rests on the fitted dose curve; in most records, active means well fitted curve in the direction sought with a large enough effect; inconclusive means small, poorly fitted or top-dose-only effect, or another doubt; inactive means no such curve, though single readings can be large; an effect the other way counts as inactive or inconclusive. This is a subset; the hit share may differ from the screen's.
SMILES,PKM2 act,RORgamma inh,p53 reactivator,NPC1 promoter act,Rab9 promoter act,FLuc counter,Menin-MLL TR inh,BRCA1 expr act,Gal4-VP16 FLuc,ELG1 genotoxic,Giardia killer
COc1ccc(NC(=O)CN2C(=O)CSC(C)C2=O)cc1 (configuration not stated),-0.3%,5.0%,?,-12.1%,2.0%,?,-11.0%,-8.6%,?,?,-5.8
CCN(CC)c1ccc(/C=N/Nc2nc(C)cc(C)n2)cc1,1.6%,1µM*,-2.8%,-3.0%,-17.8%,?,/,-44.2%,12.6µM*,-4.5%,5.7
O=C(NCc1ccccc1)C(c1ccc(F)cc1)N(Cc1ccco1)C(=O)c1ccccn1 (configuration not stated),-2.3%,25.7%,2.2%,-3.2%,-0.2%,4.4%,-21.8%,7.4%,4.0%,-6.0%,9.0
N#Cc1ccc(C(=O)CSc2n[nH]c(=O)n2Cc2ccco2)cc1,3.2%,13.5%,1.4%,2.3%,-9.4%,0.8%,/,-11.5%,3.3%,-3.7%,-7.8
CC(C)NC(=O)COc1ccc(Cl)cc1Cl,-1.3%,-5.6%,8.9%,4.4%,-3.1%,-2.3%,1.8%,0.3%,1.9%,-0.7%,23.1
Clc1cccc(Cl)c1Cn1cc(Br)cn1,3.0%,0.5%,-5.1%,0.8%,0.5%,5.9%,0.6%,2.9%,3.1%,2.5%,20.5
CCOc1ccc(NS(=O)(=O)c2cc(C(=O)NCCCN3CCCC3=O)ccc2C)cc1,/,/,0.9%,0.2%,2.1%,0.4%,/,-19.1%,/,2.6%,-9.9
O=C(COC(=O)C1CCN(S(=O)(=O)c2cccs2)CC1)c1ccc2c(c1)OCCO2,13.6%,-0.7%,2.2%,0.0%,6.7%,-17.3%,-2.7%,4.4%,-0.6%,4.4%,1.1
O=C(NCCc1cccc(Cl)c1)c1ccc2c(c1)OCO2,0.6%,/,/,0.316µM*,0.447µM*,1.51µM*,3.6%,0.0%,/,2.59µM*,-18.3
CCN(CC)S(=O)(=O)c1ccc(Cl)c(C(=O)Nc2cc(C)nn2-c2ccccc2C(F)(F)F)c1,-3.1%,?,-1.3%,0.0%,-8.0%,5.9%,-10.2%,/,?,-1.3%,/
CCCC(=O)C1=C(O)C(C(=O)OC)C(C)(C)CC1=NCCCCCC(=O)O (configuration not stated),-0.3%,1.8%,1.0%,-1.4%,-5.4%,-0.3%,/,-6.5%,-1.5%,-3.2%,-4.6
CC(Oc1ccccc1F)C(=O)NC1CCS(=O)(=O)C1 (configuration not stated),0.8%,-29.6%,-7.3%,-1.6%,-3.8%,1.4%,7.1%,-5.2%,0.0%,-6.1%,24.9
CCCC(=O)NNC(=O)c1c(O)c2ccccc2[nH]c1=O,-1.9%,-22.0%,5.4%,-9.1%,?,-2.3%,-0.4%,0.0%,9.6%,1.3%,5.8
COc1ccc(S(=O)(=O)N(CC(=O)NC2CC2)Cc2ccccc2)cc1,0.2%,35.1%,-0.9%,-6.6%,0.8%,-1.9%,0.3%,-15.2%,4.6%,-0.1%,-2.7
S=c1[nH]nc(COc2ccccc2)n1/N=C/c1ccc(Br)s1,-1.3%,2.51µM*,2.2%,1.8%,2.0%,-1.4%,49.2%[activator],-17.1%,?,-2.8%,-7.4
CC(OC(=O)Cc1coc2cc3c(cc12)CCC3)C(=O)NC(N)=O (configuration not stated),0.8%,-1.0%,-1.1%,-1.8%,0.7%,-5.5%,-1.0%,50.9%,5.0%,2.9%,-9.7
O=C(c1cnn(-c2nc3ccccc3s2)c1)c1ccccc1O,5.3%,-42.0%,?,3.55µM*,?,3.01µM*,21.6%,?,-8.8%,?,-4.6
CCOC(=O)C(C)S(=O)(=O)c1ccc(C(F)(F)F)cn1 (configuration not stated),4.9%,-17.4%,5.8%,-0.1%,-1.4%,4.7%,6.4%,-1.5%,-6.3%[0.365 µM],-3.5%,-12.5
CC(C)=CCc1c(O)cc2oc3c(CC=C(C)C)c(O)c(O)c(CC=C(C)C)c3c(=O)c2c1O,-7.1%,?,13.7%,-0.4%,-11.6%,-0.6%,/,-69.2%,?,-12.3%,1.8
Cc1cc(S(=O)(=O)N2CCCC(N3CCOCC3)C2)c(C)cc1Cl (configuration not stated),5.7%,-2.5%[1.91 µM],3.5%,0.3%,0.4%,2.5%,?,-28.2%,8.8%,-5.5%,3.9
N#Cc1ccccc1NC(=O)CN1CCOCC1,1.6%,1.0%,/,-1.9%,-5.5%,-1.9%,?,-0.6%,-7.1%,-5.8%,19.3
O=C1NC2(CCCCC2)CO1,-0.7%,-16.8%,/,2.0%,3.4%,-0.7%,-2.4%,8.0%,3.4%,0.2%,8.5
CNC(=S)NNC(=O)c1ccc(=O)n(Cc2cccc(C(F)(F)F)c2)c1,11.2%,?,3.5%,0.3%,-2.0%,1.3%,0.4%,0.0%,-8.3%,-2.1%,14.1
O=C(c1cc2cc(Cl)ccc2[nH]1)N1CCN(Cc2ccc3c(c2)OCO3)CC1,/,?,19.2%,6.2%,6.0%,-7.8%,36.6%[activator],-49.5%,0.7%,-6.4%,-9.1
CCCN1C(=O)/C(=C\C=C2/Sc3ccccc3N2CC)SC1=S,-6.0%,-3.9%,1.9%,-2.6%,-2.0%,-17.4%,?,/,7.4%,-1.9%,/
Clc1ccc(-c2ccn[nH]2)cc1,-5.7%,-33.2%,-12.7%,20.4%,13.1%,?,-5.0%,?,-17.3%,0.9%,7.9
Cc1cccc2c(=O)c(C(=O)N3CCCCCC3)c[nH]c12,-8.8%,2.4%,-4.9%,-0.9%,2.0%,-2.5%,-5.2%,28.7%,-5.3%,4.8%,-3.8
O=C(COC(=O)C1(c2ccc(F)cc2)CCCC1)N1CCc2ccccc21,3.2%,28.1%,0.2%,-6.7%,-1.8%,-3.9%,-13.1%,-79.0%,-5.9%,-9.5%,-0.5
Cc1cc(Br)ccc1OCCCCNC(C)(C)C,3.4%,-10.0%,-24.9%,-9.8%,-45.7%[inhibitor],3.9%,-15.9%,-19.4%,-9.1%,2.6%,6.5
CCCSc1nc(N)c2c3c(sc2n1)CN(C)CC3,2.0%,34.1%,?,9.0%,2.5%,?,-25.8%,53.2%,14.8%,?,0.3
O=C1c2ccccc2N2C(=O)c3ccccc3C2N1Cc1ccccc1 (configuration not stated),4.3%,24.8%,-9.5%,1.4%,1.8%,5.1%,/,-32.7%,5.4%,-5.9%,-7.8
CN(C(=O)COC(=O)COc1ccccc1Cc1ccccc1)c1ccccc1,/,/,-1.2%,0.7%,1.2%,?,/,6.1%,/,1.9%,-16.6
Nc1c(C(=O)O)cnn1-c1ccccc1,-0.2%,2.0%,1.5%,-2.4%,0.0%,-3.2%,-1.4%,13.8%,8.2%,-0.5%,10.6
Cn1c(C(O)C(O)c2ccccc2)nc2ccccc21 (configuration not stated),2.6%,3.8%,1.7%,0.6%,-0.9%,-4.3%,0.1%,8.0%,1.1%,0.1%,-14.9
O=C(OCc1ccccn1)c1ccc(COc2ccc3ccccc3c2)o1,-0.8%,0.0%,0.0%,?,?,?,/,?,-7.0%,?,31.0[activator]
Cc1cccc(NC(=O)CS(=O)(=O)c2cn(C)c3ccccc23)c1C,-2.6%,22.1%[0.365 µM],-6.2%,0.3%,2.2%,-1.4%,-12.5%,7.3%,/,-3.6%,0.6
Cc1cc(C)n(-c2nc(NCCCN(C)C)c3c4c(sc3n2)COC(C)(C)C4)n1,-12.4%,?,-1.7%,-0.2%,-4.0%,-6.4%,/,-27.4%,0.7%,1.1%,8.4
O=C(Oc1c(CN2CCOCC2)cc(Cl)c2cccnc12)c1cccs1,-9.1%,1.41µM*,2.6%,-40.7%[inhibitor],-40.9%[inhibitor],-9.0%,-20.4%,-79.8%,1µM*,-16.7%,-5.6

# Another view of 2 compounds above.
# Each structure is followed by: PKM2 act | RORgamma inh | p53 reactivator | NPC1 promoter act | Rab9 promoter act | FLuc counter | Menin-MLL TR inh | BRCA1 expr act | Gal4-VP16 FLuc | ELG1 genotoxic | Giardia killer
- O=C1NC2(CCCCC2)CO1
 : -0.7% | -16.8% | / | 2.0% | 3.4% | -0.7% | -2.4% | 8.0% | 3.4% | 0.2% | 8.5
- CNC(=S)NNC(=O)c1ccc(=O)n(Cc2cccc(C(F)(F)F)c2)c1
 : 11.2% | ? | 3.5% | 0.3% | -2.0% | 1.3% | 0.4% | 0.0% | -8.3% | -2.1% | 14.1

# Screens from PubChem BioAssay.
